From PubChem
LDHA inh = inhibitors of human lactate dehydrogenase A; activity change, % (values are at about 110 or 230 µM); purified LDHA, NADH/diaphorase-resazurin fluorescence; hits give low values; hit rate 0.15% among 480,000; in the data active = activity change below about -30%; inconclusive = mostly about -25% to -30%;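 also: plate controls were DMSO wells for no effect and wells without enzyme for full effect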
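Remaining NADH was detected by diaphorase (0.133 mg/mL) converting 37 µM resazurin to fluorescent resorufin, read at 0 and 20 minutes. The preceding 5-minute room-temperature reaction used 2 nM LDHA, 0.2 mM sodium pyruvate and 0.06 mM NADH at pH 7.4.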
mIDH1 inhibitor = inhibitors of human mutant IDH1 R132H; hit rate 0.093% among 390,000; O75874; IDH1-R132H enzyme, NADPH consumption, diaphorase/resazurin fluorescence; AID 602179; Potency, µM (doses to about 76.6 µM), without a hit: top-dose activity change, negative = inhibition, actives largely listed as inhibitors; also: potency is read from the fitted curve at half-maximal effect; % is scaled to controls: 0 for no effect and ±100 for the full control effect; nearly all actives have a fitted effect of over 65% in size
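IDH1-R132H (0.5 ug/mL dispensed) in pH 7.5 Tris buffer was preincubated 30 min with compound, then given a substrate mix of 0.016 mM NADPH and 2 mM alpha-KG for 80 min at room temperature; remaining NADPH was read by diaphorase/resazurin fluorescence.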
TrxR1 substrate = is turned over as a substrate by rat TrxR1. Potency, µM (doses to about 114 µM), without a hit: at the highest dose activity change, negative = substrate turnover. purified TrxR1 substrate turnover, NADPH consumption readout. AID 588456. O89049. hit rate 0.01% among 390,000; also: potency is read from the fitted curve at half-maximal effect; % is scaled to controls: 0 for no effect and ±100 for the full control effect; nearly all actives have a fitted effect of over 50% in size
Target sequence (O89049 whole entry, looked up): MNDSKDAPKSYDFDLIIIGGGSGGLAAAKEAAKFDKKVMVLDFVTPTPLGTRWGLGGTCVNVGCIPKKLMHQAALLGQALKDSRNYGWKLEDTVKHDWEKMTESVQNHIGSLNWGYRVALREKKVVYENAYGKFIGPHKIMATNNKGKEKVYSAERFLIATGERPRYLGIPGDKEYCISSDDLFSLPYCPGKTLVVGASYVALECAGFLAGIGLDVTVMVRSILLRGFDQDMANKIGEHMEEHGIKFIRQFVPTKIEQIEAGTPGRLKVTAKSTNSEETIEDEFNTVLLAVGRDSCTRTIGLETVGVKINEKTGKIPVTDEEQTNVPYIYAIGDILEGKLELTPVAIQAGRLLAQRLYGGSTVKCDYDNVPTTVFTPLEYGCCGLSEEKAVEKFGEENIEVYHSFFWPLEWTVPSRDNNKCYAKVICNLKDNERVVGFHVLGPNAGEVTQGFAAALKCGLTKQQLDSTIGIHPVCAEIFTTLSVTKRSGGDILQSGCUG
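Rat TrxR1, dispensed at 90 nM, was prereduced with 400 uM NADPH (final) for 5 min at ~22 deg C, then incubated with compound 15 min before 400 uM selenite. A first-read NADPH fluorescence drop versus no-compound background flagged substrates.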
PI4K2A inh = inhibitors of human PI4K2A; activity change, negative = inhibition, % at 76.9 µM; hit rate 0.13% among 420,000; AID 1346378; Q9BTU6; purified PI4K2A, ADP-Glo luminescence, 1 h; hits give low values; in the data active = activity change below about -50%; inconclusive = mostly about -30% to -49%;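 also: -100% = wells without enzyme as full effect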
Target sequence (Q9BTU6 whole entry, looked up): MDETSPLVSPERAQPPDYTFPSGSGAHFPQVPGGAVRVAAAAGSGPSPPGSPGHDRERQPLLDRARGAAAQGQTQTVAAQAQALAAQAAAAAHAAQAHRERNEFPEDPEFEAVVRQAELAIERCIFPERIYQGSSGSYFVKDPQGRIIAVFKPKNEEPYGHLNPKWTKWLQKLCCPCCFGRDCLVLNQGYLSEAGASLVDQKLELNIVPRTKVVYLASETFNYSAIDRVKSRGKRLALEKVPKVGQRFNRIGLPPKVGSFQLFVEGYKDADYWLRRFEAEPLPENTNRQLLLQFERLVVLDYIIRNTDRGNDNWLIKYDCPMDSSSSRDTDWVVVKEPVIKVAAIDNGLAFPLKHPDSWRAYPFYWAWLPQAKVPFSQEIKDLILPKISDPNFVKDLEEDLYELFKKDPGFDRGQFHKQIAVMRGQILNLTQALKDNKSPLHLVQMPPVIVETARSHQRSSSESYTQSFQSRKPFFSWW
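ADP-Glo luminescence measured ADP generated by PI4K2A enzyme (4 ug/mL before mixing) with 1.2 mM PI substrate (pre-mix) and 300 microM ATP (pre-mix). Tris pH7.5 buffer with MgCl2, Triton X-100; 1 h reaction at ambient temperature.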
Glioma ERSR ind = induces the endoplasmic reticulum stress response in human glioma cells; hit rate 0.02% among 420,000; Potency, µM, inactives show at the highest dose activation, actives largely listed as activators; AID 602332; U87-MG GRP78 promoter luciferase reporter, 16 h; also: potency is read from the fitted curve at half-maximal effect; series mostly up to about 76 µM; % of control where 0% means no effect; nearly all actives have a fitted effect of over 35% in size
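Stably transfected U87-MG glioma cells carrying a GRP78-based luciferase sensor; 16 h compound incubation. Luminescence end-point read 10 min after Bright-Glo addition at room temperature.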
Vif-APOBEC3F blk = Vif-A3F binding inhibition. HeLa A3F-eYFP + Vif (tagged APOBEC3F with the HIV-1 protein that degrades it), YFP fluorescence increase. hit rate 0.2% among 390,000. Potency, µM (highest dose often 46.1 µM), inactives show top-dose activity, negative = active; also: potency is read from the fitted curve at half-maximal effect; % of control where 0% means no effect; nearly all actives have a fitted effect of over 65% in size
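HeLa cells stably expressing Vif plus C-terminally eYFP-tagged A3F were seeded, incubated overnight at 37 deg C, dosed with compound, incubated overnight again at 37 deg C. Yellow fluorescence (Ex 488/Em 500-530) reported blocked Vif-mediated A3F-eYFP degradation.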
Vif-APOBEC3G blk = Vif-A3G binding inhibition | Potency, µM (series often up to 46.1 µM), inactives show top-dose activity, negative = active, hits mostly inhibitors | hit rate 0.076% among 410,000 | Q9HC16 | HeLa A3G-eYFP + Vif (tagged APOBEC3G with the HIV-1 protein that degrades it), YFP fluorescence, overnight;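 also: potency is read from the fitted curve at half-maximal effect; % is scaled to controls: 0 for no effect and ±100 for the full control effect; nearly all actives have a fitted effect of over 60% in size; hits raise eYFP signal because A3G escapes Vif-driven loss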
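HeLa cells stably expressing Vif and C-terminally eYFP-tagged A3G, seeded overnight at 37 deg C, then exposed to compound by pintool overnight at 37 deg C. Rise in yellow fluorescence (Ex 488/Em 500-530, Acumen) marks blocked Vif-driven A3G degradation.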
USP1 inh = blocks the human USP1/UAF1 deubiquitinase complex; O94782; recombinant USP1/UAF1, Ub-Rhodamine cleavage fluorescence; Potency, µM (top dose mostly 57.1 µM), for inactives: at the top dose activity change, negative = inhibition, most hits filed as inhibitors; hit rate 0.23% among 390,000; also: potency is read from the fitted curve at half-maximal effect; % is scaled to controls: 0 for no effect and ±100 for the full control effect; nearly all actives have a fitted effect of over 60% in size; inactives centre near -12
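Step one: compound is pinned into 1nM USP1/UAF1 in HEPES pH 7.8 buffer with TCEP. Step two: 15 min room-temperature incubation. Step three: Ub-Rho (150nM final) starts cleavage, tracked by fluorescence over six one-minute reads.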
RXFP1 agonist = activates the human relaxin receptor RXFP1. AID 2676. Q9HBX9. Potency, µM (highest dose often 57.5 µM), inactives show at the highest dose activation, hits mostly activators. HEK293T-RXFP1 cAMP TR-FRET, 30 min; response scale: percent of porcine relaxin response, buffer zero. hit rate 0.3% among 370,000; also: potency is read from the fitted curve at half-maximal effect; % is scaled to controls: 0 for no effect and ±100 for the full control effect; nearly all actives have a fitted effect of over 60% in size; many of its hits are not listed in these tables
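cAMP rise read by TR-FRET after 30 min, 37C compound exposure (up to 58 uM) in RXFP1-transfected HEK293 cells with Ro 20174 present. EC50 from Hill-equation fits, with 29 nM porcine relaxin as 100% and buffer as basal.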
Numbers without * were called inactive; u = inconclusive; x = no result given; & = joins results of further samples; [ ] = another dose, or the depositor's remark. Unless noted, calls follow the shape of the dose curve; as a rule, active = well fitted curve in the direction sought with a large enough effect; inconclusive = small, poorly fitted or top-dose-only effect, or another doubt; inactive = no such curve, though single readings can be large; an effect the other way counts as inactive or inconclusive.

SMILES	LDHA inh	mIDH1 inhibitor	TrxR1 substrate	PI4K2A inh	Glioma ERSR ind	Vif-APOBEC3F blk	Vif-APOBEC3G blk	USP1 inh	RXFP1 agonist
CC(OC(=O)CN1C(=O)c2ccccc2C1=O)C(=O)NC1CCCC1 (configuration not stated)	9	2%	2%	0	-2%	1%	-7%	-3%	0.8%
CCOc1ccc(NC(=S)N(CCc2c(C)[nH]c3ccccc23)Cc2cccnc2)cc1	-2	0%	-9%	0	-1%	-2%	-8%	-20%	1.9%
O=C(c1ccccc1C(=O)N1CCN(c2ccccc2F)CC1)N1CCN(c2ccccc2F)CC1	0	2%	-4%	-5	-5%	x	0%	-13%	0.0%
Cc1cc(C)c2c(CN3CCOCC3)cc(=O)oc2c1C	3	2%	10%[57.1 µM]	-7	-2%	3%	-1%	-10%	0.6%
COc1cc(CN2CCNC(=O)C2CC(=O)NCCc2ncccc2C)cc(OC)c1 (configuration not stated)	0	5%	-5%[57.1 µM]	4	-3%	7%	2%	-21%	-1.6%
NC(=O)C1(N2CCCCC2)CCN(c2nc(-c3ccc(Br)cc3)cs2)CC1	2	-1%	5%	-8	-3%	-8%	1%	-15%	0.0%
O=C(CSc1ccccn1)N1CCN(c2ccc(Cl)cc2)CC1	4	2%	-2%	2	-2%	3%	-4%	-17%	0.8%
Cc1ccc(CCNC(=O)C2CCC(=O)N(CC3CCCCC3)C2)cc1 (configuration not stated)	2	6%	2%	2	0%	12%	0%	-10%	-0.5%
CCC(=O)c1cn([C@H](CCC(OC)OC)CC(=O)OC(C)(C)C)cc1CC	1	-9%	-3%	0	-3%	4%	-2%	-26%	1.4%
CCC/C=C/c1ccc(CN2C(C(C)C)C(=O)N(Cc3cn(CCOCOC)nn3)CCS2(=O)=O)cc1 (configuration not stated)	-1	2%	x	-3	-4%	-11%	1%	-12%	x
CCN(CC(=O)NCc1ccc(F)cc1)C(=O)/C=C/c1ccc(OC)cc1	-2	-6%	-4%	-3	-5%	2%	-8%	1%	2.6%
COc1ccc(OC)c(CCNC(=O)CCCn2c(=O)c3cccn3c3ccc(F)cc32)c1	-1	4%	3%	-1	0%	8%	8%	-7%	u
Cc1ccc(-c2nnc(N3CCCCC3)c3ccccc23)cc1	1	-2%	1%	-1	-2%	-12%	-1%	-25%	3.6%
COCCNC(=O)CN1C(=O)/C(=C/c2ccccc2)Oc2ccc(C(C)(C)C)cc21	1	19%	83%[activator]	0	0%	-11%	-9%	-21%	5.5%
CCCCCn1c(=S)[nH]c2cc(C(=O)N3CCCC3)ccc2c1=O	-1	1%	-4%	-2	-3%	9%	1%	-8%	-0.5%
Cc1cccc(C)c1NC(=O)CN(C)C(=O)c1ccccc1SCC(=O)N1CCCC1	3	7%	-5%[57.1 µM]	-5	0%	-6%	-2%	-13%	4.1%
CCCCN(C(C)=O)c1ccc2c(c1)C1CC2CCN1C(=O)OCc1ccccc1 (configuration not stated)	5	-6%	1%	0	-3%	1%	0%	-21%	x
CCC(=O)N1CCc2cc(S(=O)(=O)NCCC(=O)Nc3ccc(OC)c(Cl)c3)ccc21	-2	-4%	-1%	3	-3%	8%	7%	-5%	x
COc1ccc2nc(C)cc(N3CCN(S(=O)(=O)c4ccccc4F)CC3)c2c1	-1	-9%	-3%	-1	-3%	5%	-1%	-9%	-1.7%
O=C1CCCc2ccccc2N1Cc1ccccc1Cl	-12	2%	-9%	5	-2%	7%	1%	-4%	-0.3%
Clc1ccc2c(c1)c1ccccc1n2CN1CCOCC1	-5	3%	1%	-9	9%	1%	-12%	-4%	8.6%
CC1CCCC(NC(=O)COC(=O)Cc2ccc(Br)cc2)C1C (configuration not stated)	-7	5%	2%[57.1 µM]	0	-6%	6%	-7%	-26%	1.4%
CC(C)(C)OC(=O)[C@H](Cc1ccccc1)NC(=O)c1[nH]cnc1C(=O)N[C@@H](Cc1ccccc1)C(=O)OCc1ccccc1	1	-13%	-5%	-3	-5%	3%	1%	u	0.1%
O=C(COC(=O)C1CCN(S(=O)(=O)c2cccc3cccnc23)CC1)c1ccc(F)cc1	0	11%	-7%[57.1 µM]	5	-3%	-6%	1%	-13%	1.4%
COCCn1c(SCC(=O)Nc2nc(C)c(Cl)cc2Cl)nc2ccccc21	-2	2%	9%[57.1 µM]	-2	-3%	3%	-9%	-20%	0.7%

Record cards (already shown). Screens in order: LDHA inh	mIDH1 inhibitor	TrxR1 substrate	PI4K2A inh	Glioma ERSR ind	Vif-APOBEC3F blk	Vif-APOBEC3G blk	USP1 inh	RXFP1 agonist
O=C(COC(=O)C1CCN(S(=O)(=O)c2cccc3cccnc23)CC1)c1ccc(F)cc1 is listed as 0	11%	-7%[57.1 µM]	5	-3%	-6%	1%	-13%	1.4%
Clc1ccc2c(c1)c1ccccc1n2CN1CCOCC1 is listed as -5	3%	1%	-9	9%	1%	-12%	-4%	8.6%
COCCNC(=O)CN1C(=O)/C(=C/c2ccccc2)Oc2ccc(C(C)(C)C)cc21 is listed as 1	19%	83%[activator]	0	0%	-11%	-9%	-21%	5.5%

Following part:
SMILES	LDHA inh	mIDH1 inhibitor	TrxR1 substrate	PI4K2A inh	Glioma ERSR ind	Vif-APOBEC3F blk	Vif-APOBEC3G blk	USP1 inh	RXFP1 agonist
CCOC(=O)c1c(NC(=O)c2cc(C)on2)sc(C)c1C	-3	-11%	3%	-1	-2%	0%	2%	13%	1.1%
CCC(C)Sc1nc2c(c(=O)[nH]c(=O)n2C)n1Cc1ccccc1Cl (configuration not stated)	-5	-4%	-1%[57.1 µM]	-2	-2%	-4%	5%	-21%	2.8%
Cc1ccc(S(=O)(=O)/N=C2/NC(=O)/C(=C/c3cccnc3)S2)cc1	-9	-2%	-18%	-25	6%	-4%	u	-9%	2.5%
COc1ccc2nc(C)cc(Nc3ccc(N4CCN(C)CC4)cc3)c2c1	0	11%	0%	8	-3%	-1%	0%	-9%	-6.3%
COc1cccc(CNC(=O)CSC2=Nc3ccccc3C3=NC(C)C(=O)N23)c1OC (configuration not stated)	0	21%	1%[57.1 µM]	3	0%	-4%	3%	-16%	9.2%
CC(Nc1ccc(N2CCOCC2)cc1)C(=O)N1c2ccccc2CC1C (configuration not stated)	10	8%	6%	-3	3%	1%	-1%	-8%	-1.3%
CC(C)CCNC(=O)Cc1ccc(NC(=O)N2CCCCc3ccccc32)cc1	0	-7%	6%[57.1 µM]	1	-1%	-11%	-3%	-22%	-0.4%
COc1ccc(S(=O)(=O)N2CCC(C(=O)NCCc3ccccc3)CC2)cc1OC	-6	7%	4%	-1	-3%	-1%	2%	-10%	0.0%
Cc1ccc(NC(=O)C(Cc2ccccc2)NC(=O)c2ccco2)cc1 (configuration not stated)	-18	13%	17%	-4	-3%	-5%	-10%	-11%	0.7%
CNC(=O)c1c[nH]c2ccc(S(=O)(=O)Nc3cccc(Cl)c3C)cc2c1=O	-6	-25%	6%	-2	0%	-12%	u	32%[activator]	3.1%
CNCC(O)C(O)C(O)C(O)CO (configuration not stated)	-9	-5%	-5%	-11	-4%	4%	0%	6%	1.5%
COc1ccccc1C(=O)NCCC(=O)Nc1ccc(S(=O)(=O)N2CCCC(C)C2)cc1 (configuration not stated)	-8	-3%	1%	0	-3%	0%	0%	-25%	1.0%
CS(=O)(=O)N1N=C(c2ccc(Br)cc2)CC1c1cccs1 (configuration not stated)	-3	5%	4%	0	3%	2%	-3%	-17%	2.7%
CCn1c(=O)c(C(=O)CN2CCCc3ccccc32)c(N)n(Cc2ccccc2)c1=O	-3&2	-2%	-14%&-3%	-4	1%&-5%	-5%	-20%&-7%	-21%	0.4%
COc1ccc2nc(SC)c(C#N)cc2c1	2	4%	3%[57.1 µM]	1	-1%	-4%	1%	0%	u
CCOc1cc(N2CCOCC2)c(OCC)cc1NC(=O)c1cccc(N(C)C)c1	22	-1%	-2%[57.1 µM]	3	-4%	-1%	2%	-7%	-0.3%
COc1ccc(NC(=O)Cn2c(C)c3cnn(-c4ccccc4)c(=O)c3c2C)c(OC)c1	2	0%	-6%	4	-2%	4%	0%	-29%	-1.0%
COCCCNC(=O)CN1C(=O)COc2ccc(S(=O)(=O)N3CCCC3)cc21	-1	-3%	-4%	4	-3%	-1%	1%	-10%	1.0%

Molecules above that have two or more sulfur atoms, in the order listed:
SMILES	LDHA inh	mIDH1 inhibitor	TrxR1 substrate	PI4K2A inh	Glioma ERSR ind	Vif-APOBEC3F blk	Vif-APOBEC3G blk	USP1 inh	RXFP1 agonist
Cc1ccc(S(=O)(=O)/N=C2/NC(=O)/C(=C/c3cccnc3)S2)cc1	-9	-2%	-18%	-25	6%	-4%	u	-9%	2.5%
CS(=O)(=O)N1N=C(c2ccc(Br)cc2)CC1c1cccs1 (configuration not stated)	-3	5%	4%	0	3%	2%	-3%	-17%	2.7%

An excerpt. The share of hits here may be higher or lower than overall.
